CAL PDZ FP-1 – blocks peptide binding to the human CAL PDZ domain | Q9HD26 | purified CAL PDZ, TMR-peptide fluorescence polarization, 1 h | inhibition, % at 24.9 µM | actives 0.92% (n = 300,000) | AID 602252;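 active = mean inhibition of at least 30% with at least half of replicates also reaching 30%; inconclusive = no clear call, values can overlap the other calls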;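 note: 0% = DMSO neutral control and 100% = excess unlabeled competitor peptide PRC23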
RTF Ca sens inh – cardiac RTF calcium desensitization. inhibition, % at 7.15 µM. IANBD-labeled cardiac RTF, Ca2+ fluorescence. P19429+P45379. actives 0.12% (n = 340,000);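 active = inhibition above the mean inhibition of all tested compounds plus 3 SD, cut at about 17% in these data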;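 note: assay run at fixed EC70 calcium of 1.6 mM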
DAGLB inhibitor – diacylglycerol lipase beta (human) inhibition. AID 504411. Q8NCG7. inhibition, % at 5.17 µM. HEK293T DAGLB membrane lysate, EnzChek fluorogenic substrate. actives 0.059% (n = 340,000); in the data active = inhibition above about 34%;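 note: 0% = enzyme with vehicle and 100% = wells lacking enzyme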
Keap1 Nrf2 FP – disrupts human Keap1 binding to Nrf2 peptide; AID 504523; Q14145; inhibition, % at 9.4 µM; actives 0.15% (n = 340,000); Keap1 Kelch-Nrf2 peptide fluorescence polarization, 1536-well; in the data active = inhibition above about 12%; inconclusive = no clear call, values can overlap the other calls; inactive = below about 7.3%;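 note: human Keap1 Kelch domain with fluorescein labeled Nrf2 9mer peptide probe; 0% = neutral control wells and 100% = peptide positive control; higher means more block of Keap1 binding to Nrf2 peptide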
Target sequence (Q14145 whole entry, looked up, the tested form may be a part): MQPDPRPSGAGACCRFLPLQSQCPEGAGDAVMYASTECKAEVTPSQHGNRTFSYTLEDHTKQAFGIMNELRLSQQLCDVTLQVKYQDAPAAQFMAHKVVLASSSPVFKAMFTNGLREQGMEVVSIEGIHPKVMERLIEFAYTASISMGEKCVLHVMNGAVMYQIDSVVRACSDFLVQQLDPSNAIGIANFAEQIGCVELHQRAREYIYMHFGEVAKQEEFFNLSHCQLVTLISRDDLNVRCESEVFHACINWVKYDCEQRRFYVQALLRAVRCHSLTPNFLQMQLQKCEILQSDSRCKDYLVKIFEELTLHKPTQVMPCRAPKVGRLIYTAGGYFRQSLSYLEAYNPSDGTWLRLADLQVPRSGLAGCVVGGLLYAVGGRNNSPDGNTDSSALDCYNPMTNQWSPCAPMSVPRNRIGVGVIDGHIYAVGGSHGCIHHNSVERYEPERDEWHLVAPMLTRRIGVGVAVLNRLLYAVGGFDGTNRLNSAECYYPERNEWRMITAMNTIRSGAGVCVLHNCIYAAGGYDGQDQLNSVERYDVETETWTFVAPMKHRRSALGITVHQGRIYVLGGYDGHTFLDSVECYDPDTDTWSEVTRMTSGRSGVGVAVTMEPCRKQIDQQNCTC
SR-BI uptake up – activators of SR-BI mediated HDL lipid uptake; CHO ldlA[mSR-BI] cells, DiI-HDL uptake fluorescence, 3 h; 100 = double the neutral-control signal; activation, % at 12.5 µM; actives 0.096% (n = 320,000);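 active = mean replicate activation of at least 60% and every replicate at or above 60%; inconclusive = mean or all-replicate condition met, but not both; inactive = mean below 60% and not all replicates reaching 60%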;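 note: 0% = median plate neutral-control signal and 100% = twice that signal; values of inactives mirror those of a sister screen read the other way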
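system = CHO ldlA[mSR-BI] cells, LDL receptor-null, SR-BI overexpressing | medium = Ham's F12 with 0.5% BSA, HEPES 25 mM, pH 7.4 | probe or stimulus = DiI-HDL 10 µg/mL | compound dosing = single-point compound dose | incubation = compound exposure 3 h, 37 °C | technique = DiI fluorescence, bottom read | read-out = cell-associated DiI fluorescence as measure of HDL uptake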
cardiac RTF act – cardiac RTF calcium sensitization; P19429+P45379; IANBD-labeled TnC RTF fluorescence at EC20 calcium; 0% EC20 calcium, 100% full calcium; activation, % at 7.2 µM; actives 0.24% (n = 340,000); AID 493008;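 active = activation above the mean over all tested compounds plus 3 SD, cut at about 30% in these data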;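 note: rise in fluorescence read as greater calcium sensitivity of cardiac thin filaments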
LANA DNA inh – KSHV C-LANA DNA binding inhibition; MBP-C-LANA/FAM-LBS DNA binding, fluorescence polarization; inhibition, % at 9 µM; actives 0.078% (n = 340,000);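 active = highest replicate inhibition at or above 60% at 9 µM, even if other replicates fall short; inactive = all replicates below 60% inhibition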;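 note: 0% = neutral control wells and 100% = 4 µM acridine orange control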
PKA-R2B activ – PKA-R2B complex activation; actives 0.079% (n = 340,000); PKA-R2B holoenzyme dissociation, Cy5-IP20 fluorescence polarization; R2B truncated from residue 108, S112A mutant; 0% DMSO only, 100% 113 µM cGMP; activation, % at 11.4 µM; AID 504700;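 active = activation above a cutoff set at the mean over all compounds plus 3 SD, cut at about 18% in these data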;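 note: higher means more holoenzyme dissociation and a rise in polarization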
Target sequence (P31323 whole entry, looked up, other chains not shown, the tested form may be a part): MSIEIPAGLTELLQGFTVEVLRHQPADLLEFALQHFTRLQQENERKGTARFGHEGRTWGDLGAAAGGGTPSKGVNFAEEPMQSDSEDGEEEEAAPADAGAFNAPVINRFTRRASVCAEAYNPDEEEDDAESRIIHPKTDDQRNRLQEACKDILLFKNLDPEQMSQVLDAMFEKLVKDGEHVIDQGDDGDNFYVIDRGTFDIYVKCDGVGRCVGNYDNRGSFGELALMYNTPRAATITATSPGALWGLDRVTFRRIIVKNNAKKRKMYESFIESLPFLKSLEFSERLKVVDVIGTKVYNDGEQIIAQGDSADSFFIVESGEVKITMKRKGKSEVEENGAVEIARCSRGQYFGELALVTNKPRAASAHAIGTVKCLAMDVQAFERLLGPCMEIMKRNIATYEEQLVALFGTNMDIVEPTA
Rtt109 HAT inh – blocks Candida albicans Rtt109/Vps75 acetyltransferase activity; inhibition, % at 34.9 µM; AID 540336; actives 0.16% (n = 330,000); purified Rtt109/Vps75, ThioGlo CoA-SH fluorescence, 4 h;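 active = inhibition of at least 50% in every replicate; inconclusive = best replicate reaches 50% inhibition but some replicates fall short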
CAL PDZ FP-2 – human CAL PDZ-peptide interaction inhibition | purified CAL PDZ, TMR-peptide fluorescence polarization, 1 h | Q9HD26 | AID 504414 | inhibition, % at 20 µM | actives 0.02% (n = 330,000);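 active = highest replicate inhibition of at least 40%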;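 note: plate controls were DMSO neutral control wells for no effect and unlabeled competitor peptide control wells for full effect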
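System: tagged CAL PDZ domain. Schedule: 1 h room-temperature incubation prior to read. Signal: fluorescence polarization (mP). Measure: percent inhibition from loss of millipolarization.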
Numbers without * were called inactive; i = inactive; u = inconclusive; x = no result given.

Fields: CAL PDZ FP-1, RTF Ca sens inh, DAGLB inhibitor, Keap1 Nrf2 FP, SR-BI uptake up, cardiac RTF act, LANA DNA inh, PKA-R2B activ, Rtt109 HAT inh, CAL PDZ FP-2
> CC(=O)Nc1ccc(S(=O)(=O)Oc2ccccc2N2C(=O)C3C4CCC(C4)C3C2=O)cc1 (stereo not given)
 : -6, -4, -2, 1, 13, -6, -0.1, 0, 7, -2.9
> Cc1nn(C)cc1S(=O)(=O)N1CCN(Cc2ccccc2Cl)CC1
 : -1, -3, -2, -4, 5, 1, 1.4, -3, -1, x
> CCCOc1ccc(C(=O)CCC(=O)NNC(=O)c2cccs2)cc1
 : -1, -2, -5, 0, 2, 2, 1.0, -3, 2, -2.5
> Cc1ccc(N2CC(C(=O)Nc3nnc(C)s3)CC2=O)cc1 (stereo not given)
 : -3, 12, -2, 1, 6, -1, 1.6, -9, 0, 0.0
> CN1CCNC(=O)C1CC(=O)N1CC=C(c2ccc(F)cc2)CC1 (stereo not given)
 : -2, -35, -3, -3, 1, -2, 1.8, 6, 5, -0.5
> O=C(NC1CCS(=O)(=O)C1)C1CCCN(S(=O)(=O)c2ccc(Cl)cc2)C1 (stereo not given)
 : -5, 15, 2, -6, 12, 6, 0.0, 4, -11, 0.3
> COc1cccc(C(=O)Nc2cccc3ccccc23)c1
 : x, -11, -1, -2, -16, 5, 0.2, -11, 5, 0.1
> O=C(NCCCN1CCN(CCCNC(=O)c2cccc(Cl)c2)CC1)c1cccc(Cl)c1
 : -1, 4, -1, -2, -7, -1, 0.1, -7, -4, -1.9
> O=C(CSc1nc2ccccc2[nH]1)c1ccccc1F
 : -5, -9, 1, -7, -12, -2, -0.6, -4, -4, -1.6
> COc1cnc(-c2ccccn2)nc1Sc1ccc(F)cc1
 : -1, 8, 0, 2, -14, 1, -1.1, -10, 0, -1.4
> COc1cccc(/C=N/NC(=O)CN2C(=O)NC3NC(=O)NC32)c1 (stereo not given)
 : x, -6, 1, -4, 31, 11, 0.5, -9, 9, -0.4
> CN(C)S(=O)(=O)N1CCC(Cc2ccccc2)CC1
 : -4, 1, -4, 5, 5, 1, 0.3, -2, -1, -1.4
> CCOc1ccccc1C(=O)NCC(=O)NCCSc1ccc(Br)cc1
 : -1, 5, -9, 5, -55, -9, 0.1, -8, 14, -1.6
> COc1ccccc1N(CC(=O)NC(C)(C)C)C(=O)CCC(=O)Nc1nccs1
 : 0, -6, -6, -5, 0, 0, -2.9, 1, 3, -1.9
> O=C(N/N=C/c1ccc(OC(F)F)cc1)c1cccc(S(=O)(=O)N2CCOCC2)c1
 : 1, -13, -1, -3, -58, 5, 0.0, -12, -3, 0.3
> O=S(=O)(NCC(c1cccnc1)N1CCN(c2ccccc2F)CC1)c1cccs1 (stereo not given)
 : -3, -4, 2, -3, 20, 1, 1.4, 11, 2, 1.1
> COCC(C)NCc1cccc(C)c1 (stereo not given)
 : -4, -1, 0, -2, x, 3, -0.5, -3, -6, -2.1
> CCOc1ccccc1CNC(=O)C1CCN(c2nc3ccccc3o2)CC1
 : 1, 2, 2, 6, -72, 0, 0.6, -7, -12, x
> O=C(NCc1ccccc1Cl)C1CCCN1S(=O)(=O)c1ccccc1F (stereo not given)
 : -1, -6, -3, -3, -4, -1, -1.5, -4, 4, -2.9
> COc1ccc(CCNC(=S)Nc2ccccc2)cc1
 : -2, -3, -6, -2, -39, -1, -2.3, 1, -7, -1.1
> CCOC(=O)Nc1sc(=S)n(C)c1C
 : -4, -8, 0, -2, 7, -6, 1.1, -5, 1, -0.2
> O=C(CCl)NNC(=O)c1c(O)c2ccccc2[nH]c1=O
 : -5, -14, 4, -3, x, 3, 2.1, 0, 1, -1.6
> COC(c1ccccc1)c1nnc(CCC(=O)NCCCc2ccccc2)o1 (stereo not given)
 : 2, 0, 1, -2, 0, -3, -0.5, 3, -4, -1.0
> COc1ccc(NC(=O)C(NC(=O)Cc2cccs2)c2ccc(C)cc2)cc1 (stereo not given)
 : -13, -13, -1, -4, 65*, -3, 0.2, -7, -6, -2.3
> O=C(CCn1nnc(-c2cccs2)n1)N1CCc2ccccc2C1
 : -1, -3, -2, 2, 24, -2, 1.0, -7, -6, 0.1
> Cc1ccccc1NC(=O)Cc1nc(CSc2nnc(C3CCCCC3)n2N)cs1
 : x, -5, 2, 1, 4, -1, -3.5, -4, 1, -0.5
> CCc1cccc(C)c1NC(=O)CSc1nnc(-c2cc3cc(Br)ccc3o2)n1CC
 : -7, 3, -1, -1, -8, 3, -0.3, -6, 4, -3.7
> COc1ccc(/C=C(\NC(=O)c2ccccc2)C(=O)NCCC(=O)O)cc1
 : 4, -9, 2, 2, 18, 1, -1.4, -9, 5, -1.1
> CCCCn1nc(NS(=O)(=O)c2cccc3nonc23)c2cc3cccc(C)c3nc21
 : 3, 0, 17, 1, 2, -2, 1.4, 4, 4, -2.9
> CN1CCN(CCCNC(=O)Cn2nc(-c3ccccc3)ccc2=O)CC1
 : 1, 8, -1, -4, 42, -6, 1.2, -3, 41, -1.9
> CC(=O)c1c(OC(=O)c2ccccc2)c2ccccc2n1C
 : -7, 4, -3, -4, -19, -5, -0.2, -4, 1, -2.2
> CCOc1ccc(S(=O)(=O)NCC(c2ccc3c(c2)OCO3)N2CCN(C)CC2)cc1 (stereo not given)
 : -3, -1, 0, 0, 18, 0, 0.6, -5, 14, -2.1
> O=C(NCc1ccccc1Cl)C1CCN(S(=O)(=O)N2CCOCC2)CC1
 : 137*, -10, -1, -3, 17, -3, -0.9, -1, x, -0.6
> COc1ccc(CCNCC2C(Oc3ccc(Cl)cc3)C(=O)N2c2ccccc2C)cc1OC (stereo not given)
 : -6, -7, -1, 1, 20, 1, 2.8, -15, -1, -1.2
> Cc1ccc2nc(SC(C)C(=O)NC3CCCc4ccccc43)[nH]c2c1 (stereo not given)
 : -3, 9, 0, -3, -12, 0, 1.9, 0, -1, -1.6
> O=C(COc1ccc(-c2ccccc2)cc1)NNC(=O)NC1CCCCC1
 : -3, 7, -3, -4, 11, 1, -0.4, 8, 4, -0.2
> Cc1cc(C)c(C)c(OCCCN(C)C)c1
 : -9, 3, 2, 1, 22, -2, -0.4, -7, 0, 0.0
> Cc1cc(N2CCOCC2)nc2ccc(NC(=O)CCC(=O)N3CCN(c4ccccc4F)CC3)cc12
 : -9, 4, 4, -7, x, -4, 1.3, -7, 6, -1.2
> CN(C)C(CNC(=O)c1ccc(Br)cc1)c1ccco1 (stereo not given)
 : 0, -2, 3, -4, -17, -1, -0.6, 3, -17, -1.2
> O=c1c2[nH]c3ccc(F)cc3c2nc2n1CCCS2
 : -1, -5, 0, -2, 1, -7, -0.1, 5, -3, -0.7
> O=C(NC(=S)NNC(=O)c1cc2ccccc2cc1O)c1ccco1
 : -3, -1, 8, -1, -146, 0, 1.4, -2, 10, -2.9
> Cc1ccsc1C(=O)OCC(=O)N1C(C)CCCC1C (stereo not given)
 : x, -4, 0, -6, 2, 3, -1.3, -11, -5, -0.6
> O=C(CC1SC(N2CCOCC2)=NC1=O)Nc1ccccc1Cl (stereo not given)
 : -1, -4, -4, -2, 0, -2, 0.0, 13, 2, -0.7
> CC(=O)c1c(C)[nH]c(C(=O)CN2C(=O)NC(C)(c3ccc4c(c3)OCO4)C2=O)c1C (stereo not given)
 : -2, -1, -2, -2, -11, -2, 1.3, 11, 10, -2.9
> O=C(c1cc(-c2ccc(F)cc2)on1)N1CCCc2ccccc21
 : 0, -2, -4, 5, x, 0, -0.5, -1, -2, -0.6
> O=C(CCCc1nc(-c2ccccc2Cl)no1)NCc1cccnc1
 : -8, -9, 2, 7, 2, 7, 0.0, 7, 0, x
> CC(=O)Nc1sc(C)c(C)c1C(=O)OCC(=O)NC(C)c1ccccc1 (stereo not given)
 : 0, -4, 0, 3, -28, -14, 0.3, -3, 12, -1.2
> CSc1nnc(CCNC(=O)OC(C)(C)C)o1
 : x, 2, 1, 0, 37, -1, -0.7, -10, 0, -0.3
> O=C(Nc1ccc2c(c1)OCO2)C1CCN(S(=O)(=O)c2ccc3c(c2)OCCO3)CC1
 : 0, 4, -1, -5, 22, 3, 0.7, -9, x, -1.9
> CCOC(=O)c1cc2c(=O)n3ccccc3nc2n(Cc2ccco2)c1=NC(=O)c1cccnc1
 : -4, 9, -1, u, 7, 3, 9.0, 4, i, -3.4
> Cc1ccc2c(c1)N(CC(=O)NCCCN1CCCCC1C)C(=O)c1cccnc1O2 (stereo not given)
 : -2, -2, 1, -4, 1, -3, 2.3, 10, -10, -0.8
> COc1ccc(OC)c(N=Nc2c(O)c3ccccc3[nH]c2=O)c1
 : -5, 0, 28, -3, x, -1, -0.2, 1, 37, 2.0
> O=S(=O)(NC1c2cccc3cccc(c23)C1N1CCNCC1)c1ccccc1 (stereo not given)
 : -1, -1, -3, -3, 17, 8, -0.9, -14, 1, -0.2
> COc1ccc(OCC(=O)Nc2cc(S(=O)(=O)N3CCCC3)ccc2Cl)cc1
 : -16, -6, -1, 1, -20, -10, -0.2, 7, -5, 0.3
> O=C(NC(=S)Nc1ncccn1)c1ccccc1Br
 : x, -3, -2, -5, 26, -3, 2.5, -6, -7, 1.1

Of the compounds above, these have a tert-butyl group:
Fields: CAL PDZ FP-1, RTF Ca sens inh, DAGLB inhibitor, Keap1 Nrf2 FP, SR-BI uptake up, cardiac RTF act, LANA DNA inh, PKA-R2B activ, Rtt109 HAT inh, CAL PDZ FP-2
> COc1ccccc1N(CC(=O)NC(C)(C)C)C(=O)CCC(=O)Nc1nccs1
 : 0, -6, -6, -5, 0, 0, -2.9, 1, 3, -1.9
> CSc1nnc(CCNC(=O)OC(C)(C)C)o1
 : x, 2, 1, 0, 37, -1, -0.7, -10, 0, -0.3
